Screens deposited in PubChem by National Center for Advancing Translational Sciences (NCATS).
PI4K2A inh: PI4K2A (human) kinase inhibition; Q9BTU6; purified PI4K2A, ADP-Glo luminescence, 1 h; stronger effect = lower value; activity change, negative = inhibition, % at 76.9 µM; 420,000 compounds, 0.13% hits; AID 1346378; in the data active = activity change below about -50%; inconclusive = mostly about -30% to -49%;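 note: -100% = wells without enzyme as full effect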
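Compounds are screened against recombinant PI4K2A using PI as substrate and ATP, the latter dispensed at 300 microM. Reactions run one hour at ambient temperature before ADP-Glo detection; full inhibition defined by wells lacking enzyme.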
Tb PGK inh: T. brucei PGK inhibition | 380,000 compounds, 0.043% hits | Potency, µM (titrated, usually from 57.5 µM), without a hit: at the top dose activity change, negative = inhibition, usual class: inhibitors | PGK/GAPDH coupled, Kinase-Glo luminescence, 60 min; note: potency is the fitted concentration of half-maximal effect; % is set by controls: 0 for no effect and ±100 for the full control effect; nearly all actives have a fitted effect of over 60% in size
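Recombinant glycosomal PGK reaction used 1,3-bisphosphoglycerate generated in-well by GAPDH (100nM final) in 100mM TEA pH 7.6, 5mM MgCl2, 0.01% Tween-20. After 60 minutes at room temperature, ATP was read by Kinase-Glo Plus luminescence end-point.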
POLH inh: blocks human DNA polymerase eta activity. 390,000 compounds, 1.2% hits. Potency, µM (titrated, usually from 114 µM), without a hit: at the top dose activity change, negative = inhibition, usual class: inhibitors. AID 588591. recombinant Pol eta, fluorescent DNA replication assay; note: potency is the fitted concentration of half-maximal effect; % is set by controls: 0 for no effect and ±100 for the full control effect
Target sequence (Q9Y253 whole entry, looked up): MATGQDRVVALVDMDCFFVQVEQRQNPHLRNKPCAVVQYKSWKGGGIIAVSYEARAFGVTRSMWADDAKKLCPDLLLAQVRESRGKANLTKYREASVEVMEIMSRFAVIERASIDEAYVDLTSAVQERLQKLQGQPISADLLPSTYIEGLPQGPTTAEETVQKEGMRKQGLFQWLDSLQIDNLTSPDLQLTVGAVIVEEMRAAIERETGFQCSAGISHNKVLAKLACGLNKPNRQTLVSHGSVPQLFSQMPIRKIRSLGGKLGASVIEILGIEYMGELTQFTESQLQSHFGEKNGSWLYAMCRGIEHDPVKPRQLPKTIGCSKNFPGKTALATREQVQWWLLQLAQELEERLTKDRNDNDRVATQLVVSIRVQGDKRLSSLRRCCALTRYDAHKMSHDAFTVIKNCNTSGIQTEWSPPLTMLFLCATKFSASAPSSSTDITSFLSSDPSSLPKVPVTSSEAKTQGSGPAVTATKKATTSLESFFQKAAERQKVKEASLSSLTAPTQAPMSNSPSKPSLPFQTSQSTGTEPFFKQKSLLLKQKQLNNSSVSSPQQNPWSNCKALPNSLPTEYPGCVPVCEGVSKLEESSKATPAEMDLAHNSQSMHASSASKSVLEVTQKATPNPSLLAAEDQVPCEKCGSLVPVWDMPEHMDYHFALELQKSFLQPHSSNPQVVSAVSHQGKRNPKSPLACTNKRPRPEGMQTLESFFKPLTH
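Pol eta at 10 nM preincubated with compounds 15 min at room temperature; reaction started with fluorescent substrate (50 nM final) and read kinetically at 0 and 10 min.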
Pin1 inh: inhibitors of human Pin1; 390,000 compounds, 0.009% hits; AID 504891; Q13526; Pin1 FP peptide displacement, HiFluor488, 10 min; Potency, µM (titrated, usually from 115 µM), for the others: at the highest dose activity, negative = inhibition, most hits filed as inhibitors; active = well fitted inhibition curve with a large enough effect in the polarisation, with a control signal flat, not every such curve was filed as active; inconclusive = small, poorly fitted or top-dose-only effect, or effect the other way, or a change in a side signal; inactive = no such curve, though single readings can be large or run the other way; the % refers to the polarisation; note: potency is the fitted concentration of half-maximal effect; % is set by controls: 0 for no effect and ±100 for the full control effect
Target sequence (Q13526 whole entry, looked up): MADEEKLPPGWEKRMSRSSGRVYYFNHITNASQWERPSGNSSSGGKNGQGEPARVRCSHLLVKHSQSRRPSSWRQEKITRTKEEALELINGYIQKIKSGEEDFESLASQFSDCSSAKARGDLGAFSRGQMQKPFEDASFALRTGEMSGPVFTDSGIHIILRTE
HP1b chromo inh: blocks HP1-beta chromodomain binding to methylated histone tails | P83916 | AlphaScreen HP1-beta / biotin-H3K9me3 peptide binding | Potency, µM (doses to about 114 µM), inactives show at the top dose activity change, negative = inhibition, most hits filed as inhibitors | 390,000 compounds, 0.56% hits; note: potency is the fitted concentration of half-maximal effect; nearly all actives have a fitted effect of over 70% in size; inactives centre near 23
Target sequence (P83916 whole entry, looked up): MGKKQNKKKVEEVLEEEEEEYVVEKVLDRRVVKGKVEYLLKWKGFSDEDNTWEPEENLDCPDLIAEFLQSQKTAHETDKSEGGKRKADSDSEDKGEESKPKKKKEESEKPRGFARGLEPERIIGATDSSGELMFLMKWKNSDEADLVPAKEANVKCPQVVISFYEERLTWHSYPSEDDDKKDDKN
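HP1-beta protein (50 nM final) preincubated 30 min at room temperature with biotinylated H3(1-18)K9me3 peptide (50 nM) in PBS pH 7.4, 0.01% Tween-20, then compound added for 30 min. AlphaScreen streptavidin donor/nickel chelate acceptor beads (10 ug/mL final), 30 min dark, luminescence read.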
G9a inh: blocks human histone lysine methyltransferase G9a | Q96KQ7 | G9a H3K9 monomethylation, AlphaScreen, 2 h | Potency, µM (top dose mostly 102 µM), inactives show at the top dose activity, negative = inhibition, most hits filed as inhibitors | 350,000 compounds, 8.8% hits | AID 504332; note: potency is the fitted concentration of half-maximal effect; % is set by controls: 0 for no effect and ±100 for the full control effect; nearly all actives have a fitted effect of over 75% in size
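Methyltransferase reactions run at room temperature for 2 h (20 nM enzyme, 500 nM biotin-H3K9 peptide, 20 uM SAM) after a 15 min compound preincubation; product detected by AlphaScreen beads and anti-H3K9me1 antibody.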
GLS inh: blocks human kidney-isoform glutaminase activity. O94925. GLS enzymatic activity, qHTS titration. Potency, µM (highest dose often 45.5 µM), for the others: top-dose activity change, negative = inhibition, actives largely listed as inhibitors. 410,000 compounds, 0.21% hits; note: potency is the fitted concentration of half-maximal effect; % is set by controls: 0 for no effect and ±100 for the full control effect
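Compounds were pin-transferred onto hKGA, after which L-glutamine (1 mM solution) and a detection mix of glutamate oxidase, HRP and Amplex Red were added. Initial and 30 min RT fluorescence reads were collected.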
BAZ2B block: blocks human BAZ2B | Q9UIF8 | AlphaScreen BAZ2B-H3K14Ac peptide displacement | Potency, µM (series often up to 114 µM), without a hit: at the highest dose activity change, negative = inhibition, most hits filed as inhibitors | 360,000 compounds, 4.4% hits | AID 504333; note: potency is the fitted concentration of half-maximal effect; % is set by controls: 0 for no effect and ±100 for the full control effect; nearly all actives have a fitted effect of over 60% in size
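Compounds, titrated to a top concentration of 110 uM, were incubated 30 min at room temperature with preformed BAZ2B/acetyl-K14 H3 peptide complex (50 nM each). Proximity signal was measured by AlphaScreen after 20 min with beads.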
JMJD2A Tudor: JMJD2A Tudor domain (human) inhibition; O75164; AlphaScreen JMJD2A-Tudor / H3K4me3 peptide binding; Potency, µM (series often up to 114 µM), for inactives: top-dose activity change, negative = inhibition, actives largely listed as inhibitors; 390,000 compounds, 4.4% hits; AID 504339; note: potency is the fitted concentration of half-maximal effect; % is set by controls: 0 for no effect and ±100 for the full control effect; nearly all actives have a fitted effect of over 50% in size
* marks the source's active call; other numbers are inactive results; i = inactive; ? = inconclusive; / = no result given; & = joins results of further samples; [ ] = dose if it differs, or a comment. Unless noted, calls come from the whole dose curve; as a rule, active = well fitted curve in the direction sought with a large enough effect; inconclusive = small, poorly fitted or top-dose-only effect, or another doubt; inactive = no such curve, though single readings can be large; an effect the other way counts as inactive or inconclusive.

SMILES | PI4K2A inh | Tb PGK inh | POLH inh | Pin1 inh | HP1b chromo inh | G9a inh | GLS inh | BAZ2B block | JMJD2A Tudor
COc1cc(/C=N/NC(=O)C(NC(=O)c2ccccc2)c2n[nH]c(=O)c3ccccc23)ccc1OCC(N)=O (centres undefined) | 6 | -2% | -5% | -8% | 12% | 12% | -4% | -7% | -21%
O=C(NC(=S)Nc1cccnc1Cl)c1ccc(F)cc1 | -7 | -9% | -16% | -3% | 15% | ? | -14% | 4% | 3%
CC(NC(=O)COC(=O)[C@@H]1CCCN1S(=O)(=O)c1ccccc1F)C12CC3CC(CC(C3)C1)C2 (some centres undefined) | 4 | 2% | -13% | 1% | 15% | 18%[59 µM] | 8% | -33% | -29%
COc1cc(Cl)c(C)cc1NC(=O)CCn1c(=O)c2cccn2c2cccnc21 | -6 | -19% | 79µM* | 3% | 31% | 10%[59 µM] | -12% | -3% | -8%
CC1CN(Cc2cc(=O)n3ccsc3n2)CC(C)O1 (centres undefined) | 16 | -12% | -1% | -2% | 55%[activator] | -4%[0.501 µM] | 6% | ? | -10%
O=C(CCCC(=O)OCC1CCCO1)OCC1CCCO1 (centres undefined) | -7 | -1% | -2% | 0% | 34% | -13%[59 µM] | 6% | -2% | -6%
CN1OC(c2ccccc2)=C(CO)C1c1ccccc1 (centres undefined) | -1 | -5% | -14% | -7% | 35%[activator] | 16%[59 µM] | 2% | 6% | -24%
C=CCSc1nnc(CCc2ccccc2)n1N | 4 | 9% | -17% | -2% | 26% | 5%[0.501 µM] | 11% | 0% | -10%
CCCCCCn1nc(C(=O)N(CC(C)C)c2c(N)n(CCCC)c(=O)[nH]c2=O)c2ccccc2c1=O | 1 | 5% | -30% | -3% | 46%[activator] | / | 4% | -1% | -3%
CCOc1ccc2sc(NS(=O)(=O)c3ccc(N)cc3)nc2c1 | -3 | i | -19% | -8% | 2% | -46% | 7% | -15% | -14%
COc1ccc(Nc2cc(C(=O)NCCCN(C)C3CCCCC3)c3ccccc3n2)cc1 | -2 | 0% | -14% | 2% | ? | -35%[59 µM] | 19% | / | ?
Cc1ccc(C)c(CNC(=O)C2CCCCN2S(=O)(=O)c2ccc(F)cc2)c1 (centres undefined) | 0 | -3% | 0% | 6% | 24% | 21%[59 µM] | -9% | -7% | 9%
CCN(CC)c1ccc(NC(=O)Cn2c(C)c3cnn(-c4ccccc4)c(=O)c3c2C)c(C)c1 | -3 | i | -10% | 17% | 22% | -5%[59 µM] | -4% | 0% | -17%
O=C(Oc1ccccc1N1CCOCC1)c1sccc1Br | 9 | -8% | -10% | -9% | 25% | / | ? | 1% | 1%
COc1ccc(C(=O)C2CCCN(C(=O)CCc3scnc3C)C2)c(C)c1 (centres undefined) | 2 | 7% | -17% | 1% | 33% | / | -1% | 28% | -13%
CCNC(=S)Nc1nc2c(cc1C(=O)OCC)CCCC2 | -2 | -2% | -1% | 2% | 27% | -15%[59 µM] | -2% | 23% | -1%
COCCn1c(SCC(=O)Nc2nc(C)cs2)nnc1C(C)C | -2 | -8% | -1% | -4% | -8% | 5% | 1% | 10% | -6%
O=C(CC1NCCNC1=O)Nc1ccccc1 (centres undefined) | 0 | -4% | 1% | -7% | 11% | -39% | -6% | -13% | -5%
Clc1ccc(-c2cc(COc3ccc4ccccc4c3)no2)cc1 | -1 | -10% | -9% | 8% | 23% | 13% | -16% | 4% | 5%
Cc1ccc(C(=O)NNC(=O)c2nn(-c3ccc(F)cc3)ccc2=O)cc1 | -2 | 0% | -7% | -5% | 50%[activator] | ? | -1% | 7% | 1%
Cc1ccc(S(=O)(=O)N(C)C[C@@H]2OCc3ccccc3-c3c(n(C)c4ccccc34)C(=O)N([C@H](C)CO)C[C@@H]2C)cc1 | 0 | 6% | -22% | / | / | / | 20% | / | /
COc1ccc(S(=O)(=O)Nc2c(C)n(C)n(-c3ccccc3)c2=O)cc1Br | -4&-2 | 9% | -19%&-16% | -4%&1% | 28%&38% | -47% | 1%&24% | -2%&-2% | -5%&-2%
Cn1ncc(C#N)c1/N=C/N1CCOCC1 | 1 | -10% | 12% | -1% | 31% | -29% | -1% | 11% | -16%
O=C(NCc1ccccc1Cl)C1CCC(CNc2nc(=S)[nH]c3ccccc23)CC1 (centres undefined) | -9 | -7% | -10% | -4% | 21% | 22% | -12% | 0% | 6%
CC(C)c1ccc(N2C(=NC(=O)C3CC3)SC3CS(=O)(=O)CC32)cc1 (centres undefined) | -2 | i | -6% | -9% | 40%[activator] | 6% | -2% | -16% | -8%
COc1ccccc1C(C)N(C)Cc1nc(COc2ccccc2)no1 (centres undefined) | 6 | i | -16% | -2% | 56%[activator] | 24% | -9% | 33% | 17%
CCCCNS(=O)(=O)c1ccc(C)c(-c2nnc3c4ccccc4c(C)nn23)c1 | -2 | -2% | -10% | -7% | 32% | -1%[59 µM] | 7% | -1% | 2%
O=C(O)CCN1/C(=C/C=Nc2ccccc2)Oc2ccccc21 | 5 | -8% | -10% | ? | 28% | ? | -1% | / | 56µM*
Cc1ccc([N+](=O)[O-])cc1NC(=O)Nc1cccc(F)c1 | 1 | i | 4% | 1% | 6% | -5% | -5% | -4% | -23%
CCCCCCC(=O)Nc1cc2nc3c(nc2cc1C)c(=O)n(C)c(=O)n3C | -1 | -7% | -8% | -4% | 67%[activator] | 29%[59 µM] | -2% | -1% | -2%

Some entries already given, showing only Pin1 inh, JMJD2A Tudor and PI4K2A inh.
SMILES,Pin1 inh,JMJD2A Tudor,PI4K2A inh
O=C(O)CCN1/C(=C/C=Nc2ccccc2)Oc2ccccc21,?,56µM*,5
CCCCNS(=O)(=O)c1ccc(C)c(-c2nnc3c4ccccc4c(C)nn23)c1,-7%,2%,-2
O=C(NCc1ccccc1Cl)C1CCC(CNc2nc(=S)[nH]c3ccccc23)CC1 (centres undefined),-4%,6%,-9
CCCCCCC(=O)Nc1cc2nc3c(nc2cc1C)c(=O)n(C)c(=O)n3C,-4%,-2%,-1
Cc1ccc(S(=O)(=O)N(C)C[C@@H]2OCc3ccccc3-c3c(n(C)c4ccccc34)C(=O)N([C@H](C)CO)C[C@@H]2C)cc1,/,/,0
CC(C)c1ccc(N2C(=NC(=O)C3CC3)SC3CS(=O)(=O)CC32)cc1 (centres undefined),-9%,-8%,-2

Two compounds picked at random from the list so far, as already listed:
SMILES | PI4K2A inh | Tb PGK inh | POLH inh | Pin1 inh | HP1b chromo inh | G9a inh | GLS inh | BAZ2B block | JMJD2A Tudor
Cc1ccc(C)c(CNC(=O)C2CCCCN2S(=O)(=O)c2ccc(F)cc2)c1 (centres undefined) | 0 | -3% | 0% | 6% | 24% | 21%[59 µM] | -9% | -7% | 9%
COc1ccc(S(=O)(=O)Nc2c(C)n(C)n(-c3ccccc3)c2=O)cc1Br | -4&-2 | 9% | -19%&-16% | -4%&1% | 28%&38% | -47% | 1%&24% | -2%&-2% | -5%&-2%

Profiles as entered above. Order of values: PI4K2A inh	Tb PGK inh	POLH inh	Pin1 inh	HP1b chromo inh	G9a inh	GLS inh	BAZ2B block	JMJD2A Tudor
Listed for O=C(O)CCN1/C(=C/C=Nc2ccccc2)Oc2ccccc21 → 5	-8%	-10%	?	28%	?	-1%	/	56µM*
Listed for O=C(NCc1ccccc1Cl)C1CCC(CNc2nc(=S)[nH]c3ccccc23)CC1 (centres undefined) → -9	-7%	-10%	-4%	21%	22%	-12%	0%	6%
Listed for COc1ccc(S(=O)(=O)Nc2c(C)n(C)n(-c3ccccc3)c2=O)cc1Br → -4&-2	9%	-19%&-16%	-4%&1%	28%&38%	-47%	1%&24%	-2%&-2%	-5%&-2%

Additional entries follow:
SMILES | PI4K2A inh | Tb PGK inh | POLH inh | Pin1 inh | HP1b chromo inh | G9a inh | GLS inh | BAZ2B block | JMJD2A Tudor
Cc1ccc(NC(=S)N(CCN2CCCCC2)Cc2ccco2)cc1 | 4 | ? | -8% | -3% | -9% | ? | -2% | -31% | -28%
O=C1Nc2cc(Br)ccc2C1(O)c1ccccc1O (centres undefined) | -6 | i | -8% | 1% | 40%[activator] | -1%[2.33 µM] | 6% | 4% | -5%
CC1CC(=O)N(CC(=O)Nc2ccc(OC(F)(F)F)cc2)c2ccccc2S1 (centres undefined) | -10 | -4% | -24% | 8% | 36% | -3%[59 µM] | 1% | 4% | 2%
CC(=O)Nc1ccccc1S(=O)(=O)CC1CC1(Cl)Cl (centres undefined) | -2 | 0% | 1% | -5% | 10% | 22% | 0% | 1% | 13%
CN(C)C(CNC(=O)CCc1nc2sc3c(c2c(=O)[nH]1)CCCC3)c1ccccc1 (centres undefined) | 1 | 2% | -2% | 15% | 9% | 20%[0.501 µM] | 0% | 0% | -20%
COc1ccc(N2CCN(C(=O)CCCSc3nc4ccccc4[nH]3)CC2)cc1 | 4 | 4% | 7% | -19% | 12% | 45µM* | 28% | -26% | -17%
CCN(CC)C(=O)Oc1nnc(SC(C)C)n1-c1ccc(Cl)cc1 | 2 | -5% | 10% | -6% | 16% | -4% | 2% | 0% | -4%
N#Cc1ccccc1NC(=O)c1ccc2c(c1)OCO2 | 1 | i | -15% | -2% | 42%[activator] | 8%[59 µM] | -4% | -2% | -9%
Cc1ccc(CNC(=O)C2CCN(S(=O)(=O)N3CCC(C)CC3)CC2)cc1 | -1&-2 | -8%&-5% | 17%&1% | -12% | 18% | -3%[59 µM] | -21%&0% | -1% | -17%
COc1ccc2c(N)c(C(=O)NN)[nH]c2c1 | -3 | 0% | 2% | -1% | ? | ? | 13µM* | ? | ?
COc1ccc(O)c(/C=N/NC(=O)c2cccc(N3CCCC3=O)c2)c1 | -5 | -2% | -9% | 0% | 26% | -2% | 2% | -15% | -18%
C/C(=N\NC(=O)c1cc(-c2ccc(C)s2)[nH]n1)c1ccco1 | -4 | / | -6% | 1% | 19% | 5%[59 µM] | 4% | ? | -27%

The list is partial; the hit share may differ from the screen's.
